M4 ag: human M4 muscarinic receptor agonists, primary screen, CHO-K1 cells, Fluo-8 calcium fluorescence; Muscarinic acetylcholine receptor M4 (Homo sapiens), P08173; CHO-K1 hM4/Gqi5; vehicle 0%, full acetylcholine response 100%; activation, % at 3 µM; 360,000 tested, 0.14% active; AID 624127, 2012;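 active = activation above the run mean over all test wells plus 3 SD, cut at about 32% in these data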;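 note: peak over basal fluorescence ratio per well then scaled between controls; 0% = DMSO wells and 100% = acetylcholine at EC100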
Target sequence (P08173 whole entry, looked up): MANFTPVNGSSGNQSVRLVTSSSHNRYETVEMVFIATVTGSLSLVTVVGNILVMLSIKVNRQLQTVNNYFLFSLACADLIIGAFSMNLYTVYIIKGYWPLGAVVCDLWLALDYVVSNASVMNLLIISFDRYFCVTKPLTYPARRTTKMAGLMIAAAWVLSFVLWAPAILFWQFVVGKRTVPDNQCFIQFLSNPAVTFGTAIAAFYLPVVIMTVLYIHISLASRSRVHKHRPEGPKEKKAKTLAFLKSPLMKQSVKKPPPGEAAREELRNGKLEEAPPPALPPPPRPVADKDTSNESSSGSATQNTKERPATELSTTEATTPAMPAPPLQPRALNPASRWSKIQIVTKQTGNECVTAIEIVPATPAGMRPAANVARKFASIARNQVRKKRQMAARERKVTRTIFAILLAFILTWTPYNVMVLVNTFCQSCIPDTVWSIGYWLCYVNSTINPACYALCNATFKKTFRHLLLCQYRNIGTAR
M5 antag: human M5 muscarinic receptor antagonists, primary screen, CHO cells, Fluo-8 calcium fluorescence; AID 624040, 2012; CHO-hM5 cells, ACh EC80; inhibition, % at 3 µM; 360,000 tested, 0.59% active;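 active = inhibition above a per-plate cutoff, the mean of that plate's test compounds plus 3 SD, cut at about 27% in these data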;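 note: 0% = acetylcholine EC80 with DMSO and 100% = DMSO without agonist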
Target sequence (P08912 whole entry, looked up): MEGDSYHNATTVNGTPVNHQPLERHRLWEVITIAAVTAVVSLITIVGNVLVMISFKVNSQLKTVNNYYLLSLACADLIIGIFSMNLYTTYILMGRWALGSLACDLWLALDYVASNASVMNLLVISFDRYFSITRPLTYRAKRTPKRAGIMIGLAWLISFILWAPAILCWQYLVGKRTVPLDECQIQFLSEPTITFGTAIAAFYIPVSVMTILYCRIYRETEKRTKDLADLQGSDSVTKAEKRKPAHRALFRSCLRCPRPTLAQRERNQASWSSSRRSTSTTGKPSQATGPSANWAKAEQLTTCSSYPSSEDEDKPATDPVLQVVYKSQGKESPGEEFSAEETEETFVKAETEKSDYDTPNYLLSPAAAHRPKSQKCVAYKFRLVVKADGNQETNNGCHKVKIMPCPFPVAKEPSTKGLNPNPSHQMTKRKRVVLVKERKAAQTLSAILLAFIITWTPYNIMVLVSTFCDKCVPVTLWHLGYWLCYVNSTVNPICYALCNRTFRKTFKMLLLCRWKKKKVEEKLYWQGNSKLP
CHRM5 PAM: human M5 muscarinic receptor positive allosteric modulators, primary screen, CHO-K1 cells, Fluo-8 calcium fluorescence. CHO-K1 hM5, ACh EC20 PAM; 0% = ACh EC20, 100% = ACh EC100. activation, % at 3 µM. 360,000 tested, 0.3% active. Muscarinic acetylcholine receptor M5 (Homo sapiens), P08912;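 active = activation above the run cutoff, the mean activation of all test compounds plus 3 SD, cut at about 18% in these data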
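Assay system: CHO-K1 hM5 cells / Incubation: Fluo-8 loading 80 min at 37 °C plus 30 min room temperature / Technique: Fluo-8 calcium dye fluorescence, kinetic read / Repeats: single replicate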
CHRM5 agonist: human M5 muscarinic receptor agonists, primary screen, CHO-K1 cells, Fluo-8 calcium fluorescence. Muscarinic acetylcholine receptor M5 (Homo sapiens), P08912. CHO-K1 hM5 cells; 0% DMSO wells, 100% maximal acetylcholine response. activation, % at 3 µM. 360,000 tested, 0.19% active. AID 624037, 2012;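 active = activation above the run's mean over test compounds plus 3 SD, cut at about 23% in these data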;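 note: signal is peak over basal fluorescence ratio across the kinetic read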
M1 PAM parental: nonselective calcium activators in parental CHO-K1 cells, primary screen, counter-screen for M1 PAM project, cell-based, Fluo-8 calcium fluorescence, full deck, 1536-well | ATP EC20; 0% at ATP EC20, 100% at ATP max | activation, % at 3 µM | 360,000 tested, 0.02% active;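 active = activation above the run cutoff, the mean activation of all test compounds plus 3 SD, cut at about 40% in these data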;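 note: peak over basal fluorescence ratio in a 140 s read after ATP addition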
CHO-K1 Ca ag: counter-screen for M1 agonists: effect in parental CHO-K1 cells. activation, % at 3 µM. Fluo-8 calcium fluorescence; scaled to maximal ATP response, vehicle zero. 360,000 tested, 0.48% active. AID 602248, 2012; in the data active = activation above about 15%;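 note: untransfected CHO-K1 host cells lacking M1 receptor as counterscreen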
M4 PAM: human M4 muscarinic receptor positive allosteric modulators, primary screen, CHO-K1 cells, Fluo-8 calcium fluorescence; Muscarinic acetylcholine receptor M4 (Homo sapiens), P08173; 360,000 tested, 0.4% active; AID 624126, 2012; CHO-K1 hM4/Gqi5, ACh EC20; 0% = ACh EC20, 100% = maximal ACh; activation, % at 3 µM;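 active = activation above its plate's cutoff, the mean activation of sample wells plus 3 SD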; note: some results filed as inactive read as strong as hits
CHO-K1 Ca antag: M1 antagonist counterscreen hit in parental CHO-K1 cells | ATP-induced calcium, Fluo-8 fluorescence | inhibition, % at 3 µM | 360,000 tested, 0.6% active | AID 602250;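 active = inhibition above a per-plate cutoff, the plate's mean sample inhibition plus 3 SD, cut at about 24% in these data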;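 note: 0% = DMSO plus EC80 ATP and 100% = DMSO alone without ATP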
M4 antag: human M4 muscarinic receptor antagonists, primary screen, CHO cells, Fluo-8 calcium fluorescence; AID 624125, 2012; CHO-hM4 cells, ACh EC80; Muscarinic acetylcholine receptor M4 (Homo sapiens), P08173; inhibition, % at 3 µM; 360,000 tested, 0.73% active;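 active = inhibition above its plate's cutoff, the mean inhibition of sample wells plus 3 SD, cut at about 27% in these data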;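 note: 0% = acetylcholine EC80 with DMSO and 100% = DMSO without agonist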
The depositor's hits bear a star; & = joins results of further samples.

Screening O=C1c2ccccc2C(c2nnnn2-c2ccc3c(c2)OCCO3)N1Cc1cccc(F)c1 (centres undefined) returned M4 ag 2&4, M5 antag 2&-3, CHRM5 PAM -3&2, CHRM5 agonist 4&7, M1 PAM parental 13&6, CHO-K1 Ca ag 1.7&1.1, M4 PAM -1&4, CHO-K1 Ca antag -20&-5 and M4 antag 2&-3.
Screening CCOP(=O)(c1ccc(N(C)C)cc1)C(O)c1ccccc1F (centres undefined) returned M4 ag 0, M5 antag -4, CHRM5 PAM 4, CHRM5 agonist -4, M1 PAM parental 4, CHO-K1 Ca ag 0.5, M4 PAM 2, CHO-K1 Ca antag -8 and M4 antag -2.
`COc1cc2c(cc1OC)C(c1ccco1)CC(=O)N2` (centres undefined) gave M4 ag 0, M5 antag 0, CHRM5 PAM -7, CHRM5 agonist 1, M1 PAM parental -2, CHO-K1 Ca ag -0.4, M4 PAM -1, CHO-K1 Ca antag 2 and M4 antag 2.
`CCCCCC(=O)NC(=S)NC1C2CC3CC(C2)CC1C3` (centres undefined) gave M4 ag -1, M5 antag -5, CHRM5 PAM -4, CHRM5 agonist -7, M1 PAM parental -9, CHO-K1 Ca ag -0.3, M4 PAM -35, CHO-K1 Ca antag 0 and M4 antag 12.
Screening c1ccc2sc(-n3cc(C4CCCCC4)nn3)nc2c1 returned M4 ag -2, M5 antag -2, CHRM5 PAM 10, CHRM5 agonist 3, M1 PAM parental 20, CHO-K1 Ca ag -0.4, M4 PAM 5, CHO-K1 Ca antag -15 and M4 antag -5.
For CCOC(=O)C(C)NC(=O)CCc1nnc2ccc(N3CCCCC3)nn12 (centres undefined) the results were M4 ag 0, M5 antag -4, CHRM5 PAM 4, CHRM5 agonist -4, M1 PAM parental 7, CHO-K1 Ca ag -0.6, M4 PAM 0, CHO-K1 Ca antag 3 and M4 antag -4.
Screening COc1ccc([C@@H]2C[C@H]3[C@@H](CN2S(=O)(=O)c2ccccc2)C(=O)C[C@@H](c2cccc4ccccc24)N3S(=O)(=O)c2ccc(C)cc2)cc1 returned M4 ag 2, M5 antag 4, CHRM5 PAM 1, CHRM5 agonist 1, M1 PAM parental 16, CHO-K1 Ca ag 1.1, M4 PAM 0, CHO-K1 Ca antag -6 and M4 antag -6.
For COc1cccc(NC2C=CS(=O)(=O)C2)c1 (centres undefined) the results were M4 ag 1, M5 antag -2, CHRM5 PAM 1, CHRM5 agonist 0, M1 PAM parental 16, CHO-K1 Ca ag -0.1, M4 PAM 2, CHO-K1 Ca antag 1 and M4 antag 6.
Screening CC(C)c1nnc(NC(=O)CCC(=O)Nc2ccc3cn[nH]c3c2)s1 returned M4 ag 0, M5 antag -3, CHRM5 PAM 1, CHRM5 agonist 1, M1 PAM parental 16, CHO-K1 Ca ag 0.3, M4 PAM -17, CHO-K1 Ca antag -2 and M4 antag 2.
For CCOc1ccc(Cc2nnc(SCC(=O)Nc3ccc(C(C)=O)cc3)[nH]c2=O)cc1 the results were M4 ag 2, M5 antag 2, CHRM5 PAM 5, CHRM5 agonist 4, M1 PAM parental 24, CHO-K1 Ca ag 1.1, M4 PAM 12, CHO-K1 Ca antag -5 and M4 antag -4.
Screening CCC(C)Cn1c(O)cc2nn(-c3nc4ccccc4s3)c(=O)c-2c1C (centres undefined) returned M4 ag 1, M5 antag 5, CHRM5 PAM 2, CHRM5 agonist 3, M1 PAM parental 17, CHO-K1 Ca ag -0.4, M4 PAM -4, CHO-K1 Ca antag -11 and M4 antag 8.
`Cc1cc(O)c(-c2cc(C(=O)Nc3ccc(S(=O)(=O)N4CCOCC4)cc3)[nH]n2)cc1C` gave M4 ag 17, M5 antag 2, CHRM5 PAM -1, CHRM5 agonist 6, M1 PAM parental 20, CHO-K1 Ca ag 1.8, M4 PAM -16, CHO-K1 Ca antag -6 and M4 antag 20.
For CCCn1c(SCC(=O)Nc2sc(C)c(C)c2C#N)nnc1C(C)C the results were M4 ag 1, M5 antag 4, CHRM5 PAM -6, CHRM5 agonist 0, M1 PAM parental 22, CHO-K1 Ca ag 0.4, M4 PAM 3, CHO-K1 Ca antag -25 and M4 antag 4.
`O=C(CCCCCNC(=S)Nc1ccccc1)C[N+](=O)[O-]` gave M4 ag 1, M5 antag -7, CHRM5 PAM 6, CHRM5 agonist -1, M1 PAM parental 6, CHO-K1 Ca ag -0.9, M4 PAM 3, CHO-K1 Ca antag 10 and M4 antag -7.
NS(=O)(=O)c1ccc(CCNC(=S)NC2CCCC2)cc1 was read as M4 ag 2, M5 antag 2, CHRM5 PAM 7, CHRM5 agonist 2, M1 PAM parental 10, CHO-K1 Ca ag 2.8, M4 PAM 7, CHO-K1 Ca antag -18 and M4 antag -2.

Some of these compounds in order of length of the SMILES, low to high.
For CCCn1c(SCC(=O)Nc2sc(C)c(C)c2C#N)nnc1C(C)C the results were M4 ag 1, M5 antag 4, CHRM5 PAM -6, CHRM5 agonist 0, M1 PAM parental 22, CHO-K1 Ca ag 0.4, M4 PAM 3, CHO-K1 Ca antag -25 and M4 antag 4.
Screening CC(C)c1nnc(NC(=O)CCC(=O)Nc2ccc3cn[nH]c3c2)s1 returned M4 ag 0, M5 antag -3, CHRM5 PAM 1, CHRM5 agonist 1, M1 PAM parental 16, CHO-K1 Ca ag 0.3, M4 PAM -17, CHO-K1 Ca antag -2 and M4 antag 2.
Screening CCC(C)Cn1c(O)cc2nn(-c3nc4ccccc4s3)c(=O)c-2c1C (centres undefined) returned M4 ag 1, M5 antag 5, CHRM5 PAM 2, CHRM5 agonist 3, M1 PAM parental 17, CHO-K1 Ca ag -0.4, M4 PAM -4, CHO-K1 Ca antag -11 and M4 antag 8.

Other entries follow:
`NS(=O)(=O)c1ccc(CNC(=O)c2ccc(NS(=O)(=O)c3cccs3)cc2)cc1` gave M4 ag 0, M5 antag 3, CHRM5 PAM -1, CHRM5 agonist 1, M1 PAM parental -4, CHO-K1 Ca ag 1.9, M4 PAM 7, CHO-K1 Ca antag 5 and M4 antag -1.
Screening COc1ccc(NC(=O)CN(C)C(=O)COc2ccccc2Cc2ccccc2)cc1 returned M4 ag 6, M5 antag 6, CHRM5 PAM -5, CHRM5 agonist -4, M1 PAM parental 10, CHO-K1 Ca ag 2.4, M4 PAM -2, CHO-K1 Ca antag -4 and M4 antag -14.
Cn1cccc1C(=O)OCC(=O)NC(=O)c1ccc(Cl)cc1 was read as M4 ag 1, M5 antag 15, CHRM5 PAM -4, CHRM5 agonist -3, M1 PAM parental 13, CHO-K1 Ca ag 0.5, M4 PAM 2, CHO-K1 Ca antag -6 and M4 antag -2.
CC1(C)CC(=O)C2=C(C1)OC(N)=C(C#N)[C@@]21C(=O)N(CC(N)=O)c2ccccc21 was read as M4 ag 1, M5 antag -6, CHRM5 PAM 15, CHRM5 agonist 2, M1 PAM parental 20, CHO-K1 Ca ag 0.0, M4 PAM 8, CHO-K1 Ca antag -11 and M4 antag -5.
O=S1(=O)CCN2N=C(C3CC3)SC2=N1 was read as M4 ag 0, M5 antag 3, CHRM5 PAM 11, CHRM5 agonist -4, M1 PAM parental 21, CHO-K1 Ca ag 0.6, M4 PAM -2, CHO-K1 Ca antag -17 and M4 antag -6.
COc1ccc(CC(=O)NCCN2CCCC2)cc1 was read as M4 ag 1, M5 antag -6, CHRM5 PAM 8, CHRM5 agonist -7, M1 PAM parental 15, CHO-K1 Ca ag 0.3, M4 PAM 17, CHO-K1 Ca antag -6 and M4 antag 3.
O=C(C=Cc1ccccn1)c1ccccc1O was read as M4 ag 2, M5 antag 7, CHRM5 PAM 10, CHRM5 agonist 6, M1 PAM parental 17, CHO-K1 Ca ag 1.1, M4 PAM 1, CHO-K1 Ca antag -14 and M4 antag 1.
`CC(=O)C1C(c2ccc(OC(F)F)cc2)NC(=O)NC1(O)C(F)(F)F` (centres undefined) gave M4 ag 5, M5 antag -1, CHRM5 PAM -4, CHRM5 agonist 1, M1 PAM parental -2, CHO-K1 Ca ag 0.0, M4 PAM 1, CHO-K1 Ca antag -4 and M4 antag -8.
Screening CCC(=O)OCC(=O)Nc1ncc(C(F)(F)F)cc1Cl returned M4 ag 0, M5 antag 6, CHRM5 PAM 6, CHRM5 agonist 1, M1 PAM parental 12, CHO-K1 Ca ag 0.8, M4 PAM 5, CHO-K1 Ca antag -9 and M4 antag 0.
`CCN(CC)C(=O)CSC1=C(C#N)C(c2cccs2)C=C(C)N1` (centres undefined) gave M4 ag 3, M5 antag 3, CHRM5 PAM -7, CHRM5 agonist -6, M1 PAM parental 10, CHO-K1 Ca ag 2.0, M4 PAM -2, CHO-K1 Ca antag -3 and M4 antag 0.
For Cc1ccc(Oc2cc(-n3nc(C)cc3C)ncn2)cc1 the results were M4 ag -2, M5 antag 3, CHRM5 PAM 3, CHRM5 agonist -1, M1 PAM parental 18, CHO-K1 Ca ag 0.5, M4 PAM 3, CHO-K1 Ca antag -7 and M4 antag -7.
For CCn1c(SCC(=O)NC2CCCC2)nnc1-c1ccco1 the results were M4 ag 0, M5 antag 1, CHRM5 PAM 4, CHRM5 agonist -3, M1 PAM parental 11, CHO-K1 Ca ag 0.5, M4 PAM 3, CHO-K1 Ca antag -13 and M4 antag -5.
For Cc1cccc(NS(=O)(=O)c2cc3c4c(c2)CCN4C(=O)CC3)c1C the results were M4 ag 2, M5 antag 10, CHRM5 PAM -3, CHRM5 agonist -2, M1 PAM parental -7, CHO-K1 Ca ag 2.3, M4 PAM 3, CHO-K1 Ca antag -4 and M4 antag 0.
CN(CC1CCOCC1)C(=O)CC1C(=O)NCCN1Cc1ccc(F)c(F)c1 (centres undefined) was read as M4 ag 0, M5 antag -2, CHRM5 PAM 2, CHRM5 agonist 0, M1 PAM parental 20, CHO-K1 Ca ag 1.1, M4 PAM 2, CHO-K1 Ca antag -5 and M4 antag -3.
`Cn1c(N)c(C(=O)c2ccc(Cl)c(S(=O)(=O)N3CCCCCC3)c2)c(=O)n(C)c1=O` gave M4 ag 5, M5 antag 3, CHRM5 PAM 5, CHRM5 agonist 1, M1 PAM parental -5, CHO-K1 Ca ag 1.6, M4 PAM 9, CHO-K1 Ca antag -27 and M4 antag -12.
Cc1ccc(CNC(=O)c2ccc3c(=O)c(O)c(-c4ccc(C)cc4)[nH]c3c2)cc1 was read as M4 ag 2, M5 antag 7, CHRM5 PAM 2, CHRM5 agonist 3, M1 PAM parental 14, CHO-K1 Ca ag 0.3, M4 PAM 0, CHO-K1 Ca antag -12 and M4 antag 4.
Screening CCN(CC1CCCN(CCc2cccc(F)c2)C1)C(=O)c1cc2ccccc2o1 (centres undefined) returned M4 ag 5, M5 antag 20, CHRM5 PAM -13, CHRM5 agonist -8, M1 PAM parental 16, CHO-K1 Ca ag 2.8, M4 PAM -12, CHO-K1 Ca antag -13 and M4 antag 20.
Screening Cc1ccc(C)c(OCC(=O)Nc2ccccc2C(=O)NC2CC2)c1 returned M4 ag 2, M5 antag -5, CHRM5 PAM 1, CHRM5 agonist -2, M1 PAM parental 15, CHO-K1 Ca ag 0.7, M4 PAM -8, CHO-K1 Ca antag -15 and M4 antag -2.

Bioassay records deposited in PubChem by The Scripps Research Institute Molecular Screening Center.

Not a hit list. Share with any hit: about 2.7%.
